Yfh1-off respiration: enhancers of respiration in Yfh1-depleted yeast, dose response, Friedreich's ataxia, plus single-dose screen (AID 1465); S. cerevisiae Yfh1-off respiration, WST-1 reduction, 72 h; higher fold induction means a stronger effect; fold induction at 50 µM, or EC50 in µM where a hit was titrated; 220,000 tested, 0.074% active;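 active = fold induction of absorbance versus untreated yeast above a set limit, then at least 30% activation at any dose in follow-up; inconclusive = repeats straddling the limit, or above it without dose testing; inactive = fold induction below the set limit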;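 note: activators that raise dye reduction in frataxin-depleted yeast; strong numbers were not always called active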
Rac1 GTP hydrolysis: MgcRacGAP GTPase-activating activity inhibitors, confirmation, biochemical, ADP Hunter fluorescence. MgcRacGAP-stimulated Rac1 GTP hydrolysis, ADP Hunter fluorescence; higher % means a stronger effect; GST-tagged Rac1 F28L mutant substrate. inhibition, % at 30 µM, or IC50 in µM where a hit was titrated. 340,000 tested, 0.6% active;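 active = first-screen hits whose inhibition reached a set limit at any dose in the follow-up dose series; inconclusive = inhibition above the set first-screen limit but never retested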;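 note: fluorescence reports GDP produced by GAP-driven GTP hydrolysis; strong numbers were not always called active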
AID2073: inhibitors of Mint1-CaV2.2 protein interaction, biochemical, HTRF (AID 2073); HTRF protein-protein interaction, Mint1-CaV2.2; higher % means a stronger effect; inhibition, % at 20 µM, or IC50 in µM where a hit was titrated; 290,000 tested, 0.19% active; in the data active = inhibition mostly above about 51%, no sharp cut-off; inconclusive = no clear call, values can overlap the other calls; inactive = mostly below about 53%; note: some results filed as inactive read as strong as hits
NS5 inhibitors: flavivirus cap methylation enzyme inhibition – biochemical, confirmation dose response, primary screen (AID 588689); inhibition, % at 25 µM; hits with a dose series show IC50 in µM; Dengue-2 NS5 methyltransferase capping enzyme assay, biochemical; higher % means a stronger effect; 340,000 tested, 0.3% active; in the data active = a potency from the dose series; inconclusive = inhibition above about 29% without an active follow-up result
GPR55 activation: GPR55 agonists via beta-arrestin recruitment, primary screen, imaging, U2OS cells, beta-arrestin-GFP redistribution (AID 1961) | U2OS GPR55 beta-arrestin-GFP redistribution imaging; higher % means a stronger effect | activation, % at 10 µM, or EC50 in µM where a hit was titrated | 290,000 tested, 0.048% active;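 active = activation above 40% with more than 50 cells counted in the well; inconclusive = wells holding fewer than 50 cells, flagged as toxic or sparse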;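 note: U2OS osteosarcoma cells stably expressing GPR55 and beta-arrestin-GFP; plate controls were DMSO negative control for no effect and LPI positive control for full effect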
GPR35 antagonists: GPR35 antagonists blocking zaprinast-driven arrestin recruitment, primary screen, imaging, U2OS, beta-arrestin-GFP, zaprinast agonist (AID 2058); U2OS GPR35 beta-arrestin-GFP translocation imaging, zaprinast antagonism; higher % means a stronger effect; inhibition, % at 10 µM, or IC50 in µM where a hit was titrated; 290,000 tested, 0.052% active;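 active = inhibition of at least 50% with at least 30 cells and total cytoplasm GFP at most 10,000,000; inconclusive = under 30 cells or total GFP of 10,000,000 plus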
NTR1 agonist: NTR1-driven beta-arrestin-GFP spot formation – imaging, U2OS cells, high content, primary screen (AID 493036) | 330,000 tested, 0.17% active | activation, % at 20 µM | P30989 | agonist mode;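 active = activation at or above 40% of the spot to cytoplasm intensity ratio, with at least 20 cells analyzed; inconclusive = wells under 20 cells, flagged as cytotoxic or low count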;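 note: 0% = DMSO without peptide and 100% = 100 nM NTR1 peptide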
Target sequence (P30989 whole entry, looked up): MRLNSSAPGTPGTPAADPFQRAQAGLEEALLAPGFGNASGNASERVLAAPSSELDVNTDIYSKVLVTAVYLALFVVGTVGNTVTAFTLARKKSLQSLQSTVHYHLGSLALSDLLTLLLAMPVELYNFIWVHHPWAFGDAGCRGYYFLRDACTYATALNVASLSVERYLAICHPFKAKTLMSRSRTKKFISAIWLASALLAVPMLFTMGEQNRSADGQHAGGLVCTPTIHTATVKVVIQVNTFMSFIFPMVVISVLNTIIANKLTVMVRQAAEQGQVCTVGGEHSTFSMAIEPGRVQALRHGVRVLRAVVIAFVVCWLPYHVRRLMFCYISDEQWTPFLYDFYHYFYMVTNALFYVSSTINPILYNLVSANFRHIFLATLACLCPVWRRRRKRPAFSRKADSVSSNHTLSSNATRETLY
GPR55 antagonists: inhibition of LPI-stimulated GPR55 beta-arrestin translocation – imaging, U2OS, beta-arrestin-GFP, LPI agonist, primary screen (AID 2013); inhibition, % at 10 µM, or IC50 in µM where a hit was titrated; 290,000 tested, 0.13% active; U2OS GPR55 beta-arrestin-GFP translocation imaging, LPI antagonism; higher % means a stronger effect;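 active = spots per cell inhibited over 60%, with over 100 cells counted and total cytoplasm intensity under 500,000; inconclusive = wells with under 100 cells, flagged as likely toxic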;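 note: U2OS cells stably carrying GPR55 and arrestin-GFP stimulated by 5 µM LPI near EC80; imaged beta-arrestin-GFP aggregate spots per cell after agonist stimulation; plate controls were LPI-stimulated DMSO wells for no effect and DMSO wells without LPI for full effect; some results filed as inactive read as strong as hits; confirmed hits need IC50 under 10 µM and bright autofluorescent wells are also inconclusive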
SV40 large T antigen: SV40 large T antigen inhibitors, biochemical (AID 1903) | SV40 large T antigen ATPase/helicase inhibition assay; higher % means a stronger effect | one-dose inhibition, % at 20 µM; IC50 in µM for titrated hits | 310,000 tested, 0.39% active; in the data active = a potency from the dose series; inconclusive = inhibition mostly from about 32% at the one dose, without a potency; inactive = the rest, 99 in 100 with inhibition below about 32%; note: strong numbers were not always called active
NTR1 agonist cell count 20 µM: second read-out of NTR1 agonist, no call of its own (marks repeat the call); cell count; measured here: cell count, cytotoxicity flag
NS5 inhibitors pilot replicate: also measured in NS5 inhibitors; calls as there; inhibition, %; measured here: pilot screen replicate inhibition
Active calls of the source: *; i = inactive; ? = inconclusive; nt = no result given. This is a random part of the collection; overall some 1.7% were active at least once.

SMILES	Yfh1-off respiration	Rac1 GTP hydrolysis	AID2073	NS5 inhibitors	GPR55 activation	GPR35 antagonists	NTR1 agonist	NTR1 agonist cell count 20 µM	GPR55 antagonists	SV40 large T antigen	others
O=C(CCS(=O)(=O)c1ccccc1)Nc1nc2cc3c(cc2s1)OCCO3	nt	8%	2%	-3%	-0.1%	11%	-0.8	53	6%	23%
Cc1ccn2c(NC3CCCC3)c(-c3ccccn3)nc2c1	i	?	13%	-1%	-0.3%	6%	6.1	51	9%	?
FC(F)(F)c1nnc(-c2ccccc2)nc1Sc1ccccc1	i	11%	2%	nt	4.6%	0%	19	59	34%	11%
CC1CC(C)CN(S(=O)(=O)c2ccc(C(=O)NCc3ccco3)cc2)C1 (stereo unspecified)	i	4%	10%	-4%	1.4%	-7%	2.0	62	13%	5%
CCCC(=O)c1cn(CC(=O)OC)c2ccccc12	i	10%	1%	1%	0.7%	-7%	0.1	37	4%	3%
COc1ccc(Cl)cc1Nc1nc(NCCO)nc(N2CCCC2)n1	nt	11%	3%	-3%	-0.2%	34%	0.8	26	4%	8%
S=C(Nc1ccc(Cc2ccncc2)cc1)Nc1cccc(Cl)c1	i	12%	25%	-12%	0.2%	4%	0.0	50	-2%	8%
CCc1ccc(C(=O)NNc2cc(Cl)cc(Cl)c2)cc1	i	1%	-43%	-5%	-0.2%	-3%	0.4	47	1%	-3%
Nc1[nH]c2cc([N+](=O)[O-])ccc2c1-c1ccccn1	nt	83µM*	-17%	?	-0.2%	0.79µM*	-2.6	40	34%	10%
COc1ccc(N2C(=O)N(Cc3cccc(F)c3)c3ccccc3S2(=O)=O)cc1	i	nt	56%*	nt	-0.5%	12%	nt	nt	12%	14%

Reprinted at random: 2 compounds from above.
SMILES	Yfh1-off respiration	Rac1 GTP hydrolysis	AID2073	NS5 inhibitors	GPR55 activation	GPR35 antagonists	NTR1 agonist	NTR1 agonist cell count 20 µM	GPR55 antagonists	SV40 large T antigen	others
Cc1ccn2c(NC3CCCC3)c(-c3ccccn3)nc2c1	i	?	13%	-1%	-0.3%	6%	6.1	51	9%	?
O=C(CCS(=O)(=O)c1ccccc1)Nc1nc2cc3c(cc2s1)OCCO3	nt	8%	2%	-3%	-0.1%	11%	-0.8	53	6%	23%

(further entries)
SMILES	Yfh1-off respiration	Rac1 GTP hydrolysis	AID2073	NS5 inhibitors	GPR55 activation	GPR35 antagonists	NTR1 agonist	NTR1 agonist cell count 20 µM	GPR55 antagonists	SV40 large T antigen	others
CC(Sc1nnc(CC(C)c2ccccc2)n1N)C(N)=O (stereo unspecified)	nt	4%	8%	-7%	0.0%	-8%	0.4	74	3%	7%
Cc1ccc(C)c(COc2coc(CN3CCN(C(=O)c4ccco4)CC3)cc2=O)c1	nt	-9%	nt	-11%	nt	nt	-0.6	57	nt	11%
CCOC(=O)c1[nH]c(C)c(/C(O)=C2\C(=O)C(=O)N(CCN(C)C)C2c2cccc(OC)c2OC)c1C (stereo unspecified)	i	8%	24%	-5%	-0.2%	4%	-1.6	54	-8%	17%
O=C(c1cccn2c(=O)c3ccccc3nc12)N1CCN(Cc2ccc3c(c2)OCO3)CC1	i	10%	30%	0%	0.0%	1%	1.1	56	7%	14%
CCCc1cc(=O)n2c([nH]c3ccccc32)c1C#N	i	8%	1%	-6%	0.3%	-5%	1.1	48	0%	6%
Cn1c(=O)c2c(O)cc(=O)[nH]c2n(-c2ccccc2)c1=O	nt	2%	4%	-2%	-0.1%	1%	-0.9	65	10%	9%
Cc1c(C(=O)N/N=C/c2ccc(N3CCOCC3)cc2)nc2ccccn12	i	8%	8%	4%	-0.6%	9%	1.0	51	2%	1%
CSC1=N/C(=C\c2ccc(C)s2)C(=O)S1	i	4%	-3%	6%	-0.8%	-1%	-0.3	42	3%	12%
C/C(=N\NC(=O)c1cc(C)nc2ccc(C)cc12)c1ccncc1	nt	4%	1%	0%	0.3%	46%	1.5	57	-8%	9%
CCOc1cc(/C=N/N=C2/NC(=O)C(CC(=O)O)S2)ccc1OCc1ccccc1Cl (stereo unspecified)	i	20%	4%	52µM*	0.2%	-1%	-1.1	103	3%	16%
CCN1C(c2ccccc2)=C(c2ccccc2)S/C1=C\C=C1/SC(=S)N(C)C1=O	i	21%	nt	15%	nt	nt	-0.9	57	nt	nt
O=S(=O)(c1ccc(Br)cc1)n1c(Cc2ccccc2)nc2ccccc21	i	10%	2%	2%	-0.1%	-5%	-0.6	63	9%	1%
CCOC(=O)N1CCN(C(=O)CSc2nc(C)nc3c2c(=O)n(C)c(=O)n3C)CC1	i	3%	-2%	-3%	-0.2%	-2%	1.0	37	6%	3%
CC(C)CC(C(=O)Nc1ccccc1)N1C(=O)C2C3C=CC(C3)C2C1=O (stereo unspecified)	i	-4%	4%	-7%	0.3%	4%	0.0	59	6%	8%
CC1CCCC(NC(=O)C2CCN(S(=O)(=O)N3CCCCC3)CC2)C1C (stereo unspecified)	i	2%	12%	-9%	0.7%	5%	-0.4	53	15%	9%
O=C(O)c1cn(-c2ccccc2)nc1-c1cccnc1	i	7%	-2%	-2%	-0.1%	4%	2.6	55	18%	16%
COP(=O)(OC)C(Nc1ccc([N+](=O)[O-])cc1)c1ccccc1 (stereo unspecified)	i	-4%	0%	-5%	-0.1%	6%	1.3	61	0%	9%
O=C(N/C(=C\c1ccco1)C(=O)N1CCCC(CO)C1)c1ccccc1 (stereo unspecified)	nt	6%	-1%	1%	-0.1%	4%	-0.5	46	2%	6%
CCN(CC)S(=O)(=O)c1ccc(N2CCOCC2)c(NC(=O)c2cccc(C#N)c2)c1	i	-1%	11%	5%	0.4%	-1%	-1.4	67	0%	9%
CCCCCCCCCCS(=O)(=O)N/N=C/c1ccc([N+](=O)[O-])cc1	i	6%	-2%	-2%	-0.1%	3%	-0.4	51	2%	4%
Fc1ccc(OCCCCCN2CCCC2)cc1	i	8%	-8%	-7%	0.0%	11%	-1.4	39	35%	24%
CCOC(=O)C(NCc1ccccn1)(NC(=O)c1cccnc1)C(F)(F)F (stereo unspecified)	i	8%	8%	0%	0.0%	13%	-1.0	43	-2%	3%
O=C(c1ccccc1Br)N1CCN(c2ccccc2)CC1	i	9%	2%	-2%	0.2%	6%	-0.4	65	-2%	10%
Fc1cccc(CN2CCN(C(=S)NCCc3ccccc3)CC2)c1	i	3%	-15%	4%	-0.3%	-6%	2.8	35	20%	4%
CN(CCN1CCc2ccccc2C1)Cc1nc(Cc2ccccc2F)no1	i	2%	12%	0%	0.0%	-12%	nt	nt	-4%	5%
O=C(CO/N=C/c1ccccc1Cl)N1CCCc2ccccc21	i	0%	-1%	4%	0.7%	15%	4.2	47	10%	0%
Cc1cccn2c(=O)c3cc(C(=O)N(C)C)n(C)c3nc12	i	5%	18%	17%	0.2%	-3%	2.1	77	-6%	5%
CCc1ccc(NC(=O)C2CCCN(S(=O)(=O)c3cccnc3)C2)cc1 (stereo unspecified)	nt	7%	6%	-1%	-0.1%	-1%	1.5	78	-1%	6%
Cn1nc(C(F)(F)F)c(C#N)c1N1CCN(c2ccccc2)CC1	i	14%	-4%	5%	0.0%	20%	0.9	34	-1%	1%
COc1ccc(OC)c(/C=C2/Sc3ccccc3C2=O)c1	i	1%	6%	-9%	-0.1%	24%	-3.7	82	10%	nt
Cc1cc(C)cc(C(=O)N2CCC(CCC(=O)NC3CC3)CC2)c1	nt	-2%	7%	-9%	-0.1%	1%	1.1	99	-2%	9%
N#CCCN(C(=O)c1cc2c(s1)-c1ccccc1S(=O)(=O)C2)c1ccccc1	nt	-19%	-2%	-3%	-0.1%	-8%	0.0	55	-7%	7%
COc1cc2cc(CN(CCO)S(=O)(=O)c3ccccc3Cl)c(=O)[nH]c2cc1OC	i	4%	-2%	-1%	-0.2%	9%	1.9	81	0%	-1%
Cc1ccc(C)c(CS(=O)(=O)c2cn(CC(=O)N3CCC(C)CC3)c3ccccc23)c1	i	8%	0%	-2%	0.3%	-10%	0.1	77	2%	18%
O=C(Nc1ccc(C(F)(F)F)cc1)c1ccc2nc[nH]c2c1	i	14%	-8%	-3%	-0.2%	2%	-1.3	83	-5%	7%
CCC(C)c1nc2c(c(N3CCC3=O)c1-c1ccccc1)CCCC2 (stereo unspecified)	i	4%	nt	-7%	nt	nt	1.2	80	nt	17%
Cc1ccc(-c2nnn(CC(=O)N(Cc3ccco3)C(C(=O)NC(C)(C)C)c3ccc(C)o3)n2)o1 (stereo unspecified)	i	-11%	16%	0%	0.3%	-12%	0.4	58	10%	14%
COc1cccc(/C=C2\SC(=S)N(CC3CCCO3)C2=O)c1 (stereo unspecified)	i	6%	-5%	1%	0.1%	-3%	1.7	43	15%	11%
CCOC(=O)c1c(NC(=S)N2CCN(C)CC2)sc(C)c1-c1ccccc1	nt	2%	-15%	-1%	-0.1%	-15%	12	69	-13%	9%
OC(CN1CCCCCC1)CN(c1ccccc1)c1ccccc1 (stereo unspecified)	nt	3%	8%	3%	-0.1%	8%	0.3	57	17%	6%
Cc1ccc(S(=O)(=O)N2CCCC(C(=O)N(Cc3cccs3)C3CC3)C2)cc1 (stereo unspecified)	i	5%	2%	-2%	0.3%	2%	-0.3	52	18%	11%
CC(C)(C)c1nc(CN2CCOCC2)cc(CN2CCOCC2)c1O	i	4%	-8%	2%	0.2%	-12%	-0.5	77	5%	-6%
CCn1c(=O)c(=O)[nH]c2cc(C(=O)Nc3ccc(S(=O)(=O)N4CCCC4)cc3)ccc21	i	-7%	19%	-3%	-0.3%	5%	-0.3	80	2%	19%	NS5 inhibitors pilot replicate=-6.7
COc1ccccc1NC(=O)N1CCN(c2ccc3nnc(-c4ccc(F)cc4)n3n2)CC1	i	11%	6%	1%	0.0%	-2%	4.9	72	14%	14%
Cc1sc(N)c(C(=O)c2ccccc2)c1C	i	nt	18%	nt	-0.1%	-1%	0.2	44	19%	29%
N=c1c2c(-c3ccccc3)c(-c3ccccc3)n(Cc3ccccc3)c2ncn1CCCO	i	3%	3%	-4%	-0.1%	9%	34	75	13%	15%
O=S(=O)(c1ccc2ccccc2c1)N1CCN(S(=O)(=O)N2CCCCC2)CC1	i	8%	7%	-7%	0.0%	-8%	7.5	67	10%	6%
CCOC(=O)Cc1nnc2c(Nc3ccc(Cl)cc3)nc3nonc3n12	i	-4%	10%	-3%	-0.4%	2%	0.4	91	0%	3%

Bioassay records (PubChem)
